Assay outcomes (PubChem)
HP1b chromo inh = HTS for Inhibitors of HP1-beta Chromodomain Interactions with Methylated Histone Tails. Chromobox protein homolog 1 (Homo sapiens), P83916. AlphaScreen HP1-beta / biotin-H3K9me3 peptide binding. Potency, µM (series often up to 114 µM), for inactives: top-dose activity change, negative = inhibition, actives largely listed as inhibitors. hit rate 0.56% among 390,000; further: potency means the concentration at half of the fitted maximal effect; nearly all actives have a fitted effect of over 70% in size; inactives centre near 23
Target sequence (P83916 whole entry, looked up): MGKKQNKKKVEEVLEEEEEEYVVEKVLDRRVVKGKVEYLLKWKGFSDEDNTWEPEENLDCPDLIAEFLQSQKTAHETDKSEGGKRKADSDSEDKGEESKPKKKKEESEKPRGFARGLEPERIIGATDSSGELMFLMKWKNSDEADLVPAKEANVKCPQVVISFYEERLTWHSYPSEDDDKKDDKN
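AlphaScreen: HP1-beta (50 nM) preformed 30 min with biotin-H3(1-18)K9me3 peptide (50 nM) in PBS pH 7.4, 0.01% Tween-20. Compound added for 30 min at RT, then streptavidin donor/nickel chelate acceptor beads (10 ug/mL) for 30 min.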
GLS inh = qHTS for Inhibitors of Glutaminase (GLS) | Glutaminase kidney isoform, mitochondrial (Homo sapiens), O94925 | GLS enzymatic activity, qHTS titration | Potency, µM (series often up to 45.5 µM), for the others: at the top dose activity change, negative = inhibition, hits mostly inhibitors | hit rate 0.21% among 410,000; further: potency means the concentration at half of the fitted maximal effect; on the % scale 0 is the no-effect control and ±100 the full control effect
Target sequence (O94925 whole entry, looked up, canonical isoform): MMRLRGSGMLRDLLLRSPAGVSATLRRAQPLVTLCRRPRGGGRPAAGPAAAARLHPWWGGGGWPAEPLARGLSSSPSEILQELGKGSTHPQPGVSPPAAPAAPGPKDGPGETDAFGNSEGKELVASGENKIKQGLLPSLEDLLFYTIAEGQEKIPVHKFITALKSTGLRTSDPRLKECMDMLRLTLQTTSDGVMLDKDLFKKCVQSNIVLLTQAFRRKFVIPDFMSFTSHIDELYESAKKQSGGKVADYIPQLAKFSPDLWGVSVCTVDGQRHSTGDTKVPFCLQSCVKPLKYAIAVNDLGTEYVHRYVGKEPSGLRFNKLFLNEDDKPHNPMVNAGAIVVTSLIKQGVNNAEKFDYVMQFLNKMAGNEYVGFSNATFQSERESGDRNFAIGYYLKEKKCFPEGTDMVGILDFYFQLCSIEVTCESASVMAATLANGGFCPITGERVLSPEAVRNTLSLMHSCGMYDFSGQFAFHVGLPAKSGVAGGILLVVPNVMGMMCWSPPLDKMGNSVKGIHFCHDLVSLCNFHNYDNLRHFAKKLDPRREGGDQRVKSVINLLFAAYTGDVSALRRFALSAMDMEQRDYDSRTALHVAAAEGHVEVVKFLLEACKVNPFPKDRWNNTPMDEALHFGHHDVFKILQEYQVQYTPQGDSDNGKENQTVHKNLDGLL
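Two-point fluorescence kinetic (t0, 30 min RT) for hKGA; glutamate detected via glutamate oxidase–HRP–Amplex Red. Substrate: 1 mM L-glutamine solution; buffer 45 mM KH2PO4, pH 8.2.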
JMJD2A Tudor = qHTS Assay for Inhibitors of JMJD2A-Tudor Domain; Lysine-specific demethylase 4A (Homo sapiens), O75164; AlphaScreen JMJD2A-Tudor / H3K4me3 peptide binding; Potency, µM (series often up to 114 µM), for inactives: top-dose activity change, negative = inhibition, most hits filed as inhibitors; hit rate 4.4% among 390,000; further: potency means the concentration at half of the fitted maximal effect; on the % scale 0 is the no-effect control and ±100 the full control effect; nearly all actives have a fitted effect of over 50% in size
PI4K2A block = qHTS for small molecular inhibitors of PI4K2A | Phosphatidylinositol 4-kinase type 2-alpha (Homo sapiens), Q9BTU6 | purified PI4K2A, ADP-Glo luminescence, 1 h; hits give low values | activity change, negative = inhibition, % at 76.9 µM | hit rate 0.13% among 420,000; in the data active means activity change below about -50%; inconclusive means mostly about -30% to -49%;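 further: -100% = wells without enzyme as full effect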
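PI4K2A activity was measured by ADP-Glo luminescence: enzyme (4 ug/mL stock) and phosphatidylinositol (1.2 mM stock) in Tris pH 7.5/MgCl2/EGTA/Triton X-100 buffer were reacted with ATP (300 microM stock) for one hour at ambient temperature.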
Pol eta inh = qHTS for Inhibitors of Polymerase Eta; recombinant Pol eta, fluorescent DNA replication assay; Potency, µM (top dose mostly 114 µM), inactives show at the top dose activity change, negative = inhibition, hits mostly inhibitors; hit rate 1.2% among 390,000; AID 588591, 2011; further: potency means the concentration at half of the fitted maximal effect; on the % scale 0 is the no-effect control and ±100 the full control effect
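Pol eta at 10 nM preincubated with compounds 15 min at room temperature; reaction started with fluorescent substrate (50 nM final) and read kinetically at 0 and 10 min.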
G9a block = qHTS Assay for Inhibitors of Histone Lysine Methyltransferase G9a | G9a H3K9 monomethylation, AlphaScreen, 2 h | Potency, µM (titrated, usually from 102 µM), inactives show at the highest dose activity, negative = inhibition, most hits filed as inhibitors | hit rate 8.8% among 350,000; further: potency means the concentration at half of the fitted maximal effect; on the % scale 0 is the no-effect control and ±100 the full control effect; nearly all actives have a fitted effect of over 75% in size
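Signal arises when biotinylated H3K9 peptide, once monomethylated, bridges streptavidin donor and antibody-captured acceptor beads. Enzyme at 20 nM was preincubated 15 min with test compounds; peptide 500 nM and SAM 20 uM then reacted for 2 h.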
Pin1 inhibitor = qHTS Assay to Find Inhibitors of Pin1; Pin1 FP peptide displacement, HiFluor488, 10 min; hit rate 0.009% among 390,000; Peptidyl-prolyl cis-trans isomerase NIMA-interacting 1 (Homo sapiens), Q13526; Potency, µM (top dose mostly 115 µM), without a hit: at the highest dose activity, negative = inhibition, actives largely listed as inhibitors; active means well fitted inhibition curve with a large enough effect in the polarisation, with a control signal flat, not every such curve was filed as active; inconclusive means small, poorly fitted or top-dose-only effect, or effect the other way, or a change in a side signal; inactive means no such curve, though single readings can be large or run the other way; the % refers to the polarisation; further: potency means the concentration at half of the fitted maximal effect; on the % scale 0 is the no-effect control and ±100 the full control effect
Target sequence (Q13526 whole entry, looked up): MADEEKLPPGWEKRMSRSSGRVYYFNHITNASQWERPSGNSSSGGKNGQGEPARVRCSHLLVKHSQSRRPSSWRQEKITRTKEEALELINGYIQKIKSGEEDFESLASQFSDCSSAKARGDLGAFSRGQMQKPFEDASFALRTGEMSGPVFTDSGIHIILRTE
PGK inhibitor = qHTS Assay to Find Inhibitors of Phosphoglycerate Kinase. PGK/GAPDH coupled, Kinase-Glo luminescence, 60 min. Potency, µM (top dose mostly 57.5 µM), for inactives: at the top dose activity change, negative = inhibition, most hits filed as inhibitors. hit rate 0.043% among 380,000. AID 602233, 2012; further: potency means the concentration at half of the fitted maximal effect; on the % scale 0 is the no-effect control and ±100 the full control effect; nearly all actives have a fitted effect of over 60% in size
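Recombinant glycosomal PGK reaction used 1,3-bisphosphoglycerate generated in-well by GAPDH (100nM final) in 100mM TEA pH 7.6, 5mM MgCl2, 0.01% Tween-20. After 60 minutes at room temperature, ATP was read by Kinase-Glo Plus luminescence end-point.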
BAZ2B inh = qHTS Assay for Inhibitors of BAZ2B; hit rate 4.4% among 360,000; Bromodomain adjacent to zinc finger domain protein 2B (Homo sapiens), Q9UIF8; Potency, µM (series often up to 114 µM), inactives show top-dose activity change, negative = inhibition, most hits filed as inhibitors; AlphaScreen BAZ2B-H3K14Ac peptide displacement; AID 504333, 2011; further: potency means the concentration at half of the fitted maximal effect; on the % scale 0 is the no-effect control and ±100 the full control effect; nearly all actives have a fitted effect of over 60% in size
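Protein-peptide AlphaScreen: BAZ2B 50 nM, b-H3K14Ac 50 nM, 1x PBS pH 7.4 + 0.01% Tween-20. Preincubation 30 min RT; cpd 30 min RT (top 110 uM); beads 20 min RT, light-protected.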
Starred values were filed as active, the others as inactive; i = inactive; ? = inconclusive; · = no result given; & = joins results of further samples; [ ] = remark or other dose. Unless noted, the call rests on the fitted dose curve; in most records, active means well fitted curve in the direction sought with a large enough effect; inconclusive means small, poorly fitted or top-dose-only effect, or another doubt; inactive means no such curve, though single readings can be large; an effect the other way counts as inactive or inconclusive. The list is partial, so the mix of outcomes need not match the whole.

SMILES | Pin1 inhibitor | PGK inhibitor | PI4K2A block | Pol eta inh | G9a block | HP1b chromo inh | JMJD2A Tudor | GLS inh | BAZ2B inh
COC(=O)CSc1nc2nc(-c3cccs3)cc(C(F)(F)F)c2c(=O)[nH]1 | 0% | i | 8 | -10% | 16% | 42% | -5% | -4% | 1%
Cc1ccccc1C1CC(c2cccs2)Nc2nnnn21 (stereo not given) | -3% | 3% | -2 | -1% | 17%[59 µM] | 23% | -17% | -2% | -13%
O=C1NNC(=O)C2C3C=CC(C4CC34)C12 (stereo not given) | -3% | -5% | -3 | -3% | -40% | 18% | -2% | -3% | -17%
COc1cccc(OC)c1C(=O)N1CCN(Cc2ccncc2)CC1 | -15% | -9% | 9 | -7% | ? | ? | 8.9µM* | -13% | 20µM*
O=C(Cn1cc([N+](=O)[O-])cn1)Nc1ccc(Cn2cc(Br)cn2)cc1 | 1% | 2% | 2 | -9% | 2.2µM* | 20% | -6% | -1% | -38%
CCCc1nc(C)c2c(=O)[nH]c(-c3cc(S(=O)(=O)N4CCN(CC)CC4)ccc3OCC)nn12 | 2% | 9% | -1&3 | -14% | -43%[12.7 µM] | 32% | -2% | -1%&-3% | ·
Cc1ccc(NC(=O)CN2C(=O)NC(C)(c3ccc(Cl)cc3)C2=O)cc1S(=O)(=O)N1CCOCC1 (stereo not given) | 9% | -4% | 0 | ? | 3%[59 µM] | 21% | -14% | -1% | -34%
Cc1cc(NC(=O)COC(=O)c2ccc(Cl)cc2)no1 | · | i | -2 | -10% | · | · | · | -2% | ·
Cc1cccc(NC(=O)NNS(=O)(=O)c2ccc(F)cc2)c1 | -4% | -6% | 1 | -9% | 20%[59 µM] | 19% | -16% | 17% | 1%
Cc1ccc(CCNc2ncnc(Cl)c2N)cc1 | -2% | -4% | 1 | -8% | · | 15%[57 µM] | -10% | 8% | ·
Cc1ccc(Sc2ccc(N)cc2C#N)cc1 | -16% | 6% | 2 | -17% | · | 56%[activator] | -6% | 6% | ·
Clc1cncc(Cl)c1N/N=C/c1ccccc1 | 8% | -2% | 4 | -19% | · | 31% | 10% | -19% | 13%
Cc1cc(C)c(NC(=O)NC(=O)C(Cl)(Cl)Cl)c(C)c1 | 0% | -4% | 1 | -19% | 19%[59 µM] | 44%[activator] | -9% | 6% | -15%
Cc1cc(C)nc(SCCn2c(N3CCCCC3)nc3c2c(=O)n(C)c(=O)n3C)n1 | -7% | -11% | 5 | -5% | -6%[12.7 µM] | 43%[activator] | -7% | 14% | -5%
CC(=O)c1sc2nc(C)c3c(c2c1N)CCCC3 | ? | -2% | -4 | -24% | 6% | 85%[activator] | 22% | 8% | -14%
COCC(=O)Nc1cc(C(=O)Nc2cccc(C)c2C)ccc1Cl | -1% | -1% | -3 | -8% | 0%[59 µM] | 25% | -16% | 19% | 13%
O=C(NCc1ccco1)C1CC(=O)N(c2ccc(O)cc2)C1 (stereo not given) | -13% | -1% | -2 | -17% | -4%[12.7 µM] | -15% | ? | -17% | 0%
COc1ccc(NC(=O)COC(=O)CCc2ccccc2)c(OC)c1 | -2% | -8% | -1 | -11% | 28% | 2% | -10% | 2% | 5%
COCCCn1c(=O)c2ccccc2n(Cc2cccc(C)c2)c1=O | -4% | 0% | 0 | -16% | 19% | 47%[activator] | 9% | -2% | -5%
Cn1cc(C(c2ccccc2)c2ccc(Cl)s2)c2ccccc21 (stereo not given) | 19% | -1% | -2 | -17% | 12%[59 µM] | 46%[activator] | 9% | 21% | 17%
CCOC(=O)c1cnc(NCc2ccc(OC)cc2OC)c2ccccc12 | 4% | i | -3 | -17% | 78%[activator][59 µM] | 62%[activator][57 µM] | 29% | 5% | 56%[activator]
CC(C)(C)c1cc(-c2nc(N)nc(N)n2)c(O)c(C(C)(C)C)c1 | ? | -2% | -1 | ? | -9%[2.33 µM] | 25% | -34% | -2% | 3%
Cc1ccc(Cl)cc1NC(=O)N1CCC(CN2CCc3ccccc3C2)CC1 | -8% | 12% | 7 | -11% | -26%[59 µM] | 29% | -23% | 8% | -2%
CCSc1ncc(Cl)c(C(=O)Nc2ccccc2OC)n1 | 2% | i | 3 | -16% | 73%[activator] | 17% | -14% | -1% | ?
CCn1c(SCC(N)=O)nnc1-c1ccco1 | 4% | -4% | -3 | 4% | 9% | 12% | -7% | -1% | 10%
O=C(Nc1ccccc1)N1CCN(c2nc3ccccc3s2)CC1 | 1% | i | 5 | -16% | -4%[12.7 µM] | 39% | -9% | 3% | 6%
Cc1ccc(S(=O)(=O)Cc2ccc([N+](=O)[O-])cc2)cc1 | -3% | 3% | 2 | -26% | ? | 49%[activator] | -10% | -2% | 1%
COc1ccc(N2C(=O)CC(N3CCN(c4ccccc4OC)CC3)C2=O)cc1 (stereo not given) | 3% | -7% | 1 | -10% | ? | 44%[activator] | 9% | 8% | 3%
CC1=C(C(=O)Nc2cccnc2)C(c2ccccc2)n2nc(SCc3ccccc3Cl)nc2N1 (stereo not given) | 8% | i | 2 | -4% | -9%[59 µM] | 24% | -26% | 5% | 4%
O=C(O)CSc1nc2ccc(Br)cc2[nH]1 | -14% | -9% | 0 | -18% | · | 14% | -10% | 7% | ·
Cc1ccc(-n2ncc3c2CCCC3NC(=O)CCc2c(C)noc2C)cc1C (stereo not given) | -1% | -5% | 7 | 0% | ? | 11% | -13% | 5% | -5%
Cc1cccc(-n2c(CCCN3C(=O)c4ccccc4C3=O)nc3ccccc3c2=O)n1 | -7% | -1% | 4 | -12% | 6%[12.7 µM] | 17% | 1% | -11% | -2%
CCC(=O)c1cn(CC(=O)NCC2CCCO2)c2ccccc12 (stereo not given) | 0% | 7% | 1 | 2% | 17% | 16% | -8% | 2% | 7%
CC(=O)c1c(C)[nH]c(C(=O)CN2C(=O)NC3(CCCCC3)C2=O)c1C | -4% | 12% | 1 | -1% | -27% | 2% | -10% | 7% | 6%
CCCCOc1ccc(-c2c(C#N)c(N)nc(SCC(N)=O)c2C#N)cc1 | 18% | -9% | -15 | -1% | 30%[59 µM] | 7% | -16% | -16% | 8%
CSc1ccc(NC(=O)N2CC(C)OC(C)C2)cc1 (stereo not given) | -1% | i | -10 | -11% | -2% | 32% | -16% | 20% | -4%
COCc1nnc(NS(=O)(=O)c2ccc(Cl)cc2)s1 | -2% | -4% | 1 | -13% | · | 12% | -18% | 3% | 1%
CCCn1cc(CN2CCC(Cc3ccccc3)(C(=O)OCC)CC2)c(C)n1 | 4% | -1% | -5 | -18% | -6% | 28% | -4% | -1% | -12%
Cc1nc(N)ncc1CCC1OCCO1 | · | -7% | -4 | -6% | · | · | · | 0% | ·
CCOC(=O)C1CCN(S(=O)(=O)c2ccc(CN3C(=O)c4cccnc4C3=O)cc2)CC1 | -2% | -8% | -3 | 5% | 22% | 18% | -5% | 2% | ?
CC(C)COc1ccc(Nc2ncnc3ccc(Br)cc23)cc1 | 3% | -2% | 0 | 0% | -44%[59 µM] | 28% | -7% | 3% | 6%
CC(C)(C)Sc1ccc2nc3c(n2c1)CCCC3 | -4% | 3% | -1 | -26% | 50µM* | 4% | -30% | 4% | ?
O=C(NNC(=O)c1ccccc1O)c1ccc(S(=O)(=O)Nc2ccccc2F)cc1 | -10% | -7% | -22 | -13% | 38% | 49% | -7% | 25% | 0%
CC(NC(=O)CCC(=O)N1CCN(S(=O)(=O)c2ccc(Cl)cc2)CC1)c1ccccc1 (stereo not given) | 9% | -7% | -4 | -26% | 9%[59 µM] | 26% | 0%[57.1 µM] | 11% | 7%
O=C(NC1CCN(C(=O)NCc2ccccc2)CC1)c1ccc(F)cc1 | 3% | -10% | -5 | -13% | 19% | 29% | 5% | -10% | 10%
Cc1cc(C)n(C2CCCCC2OC(=O)CCc2ccccc2)n1 (stereo not given) | -2% | -8% | 0 | -17% | · | 62%[activator] | 2% | -5% | -11%
O=C1CC(c2ccccc2)=Nc2ccccc2N1Cc1ccccc1 | 1% | i | -1 | -4% | 4% | 5% | -14% | 11% | -3%
O=[N+]([O-])c1ccc(Cl)cc1Sc1nc2ccccc2o1 | 2% | · | -14 | -6% | ? | 13µM* | 45µM* | 0% | 14µM*
CCCNC(=O)CNC(=S)N(Cc1cc(OC)c(OC)c(OC)c1)C1CCCC1 | -7% | -1% | 7 | 2% | -11% | 9% | -14% | 4% | 11%
CCc1c(-c2ccccc2)[n+](=O)c2c(n1[O-])CCC2 | 3% | 7% | 0 | -24% | 4% | 14% | 17% | -8% | -5%
CC(=O)c1cccc(NC(=O)C(OC(=O)c2ccccc2NS(=O)(=O)c2cccs2)c2ccccc2)c1 (stereo not given) | 39%[activator] | -9% | -5 | -20% | -25%[59 µM] | 15% | -9% | 2% | -5%
